# TCR activator: Activators of T cell receptors: qHTS campaign; AID 504894, 2011; primary human leukocytes, anti-CD3, IL-2 HTRF, 48 h; 330,000 tested, under 10 active; Potency, µM (top dose mostly 9.22 µM), for the others: at the highest dose activation of IL-2 secretion, most hits filed as activators; note: % of control where 0% means no effect
#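 IL-2 release read by HTRF sandwich (Eu cryptate donor, d2 acceptor, 665 nm emission) after 48 hr exposure of primary human leukocytes to compound together with anti-CD3 beads in the absence of co-stimulatory signals.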
# Tb PFK block: qHTS Assay to Find Inhibitors of T. brucei phosphofructokinase; T. brucei PFK, ADP-Glo luminescence; Potency, µM (doses to about 57.5 µM), for inactives: at the top dose activity, negative = inhibition, actives largely listed as inhibitors; AID 485367, 2010; ATP-dependent 6-phosphofructokinase (Trypanosoma brucei brucei), O15648; 330,000 compounds, 0.17% hits;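 note: potency is the fitted concentration of half-maximal effect; 0% = uninhibited 1x PFK enzyme wells and -100% = no-enzyme wells; nearly all actives have a fitted effect of over 60% in size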
#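 Activity is normalized to no-enzyme wells (full inhibition) and 1.25 nM enzyme wells (no inhibition). Reaction: 0.5 mM F6P, 0.1 mM ATP, 45 min RT, ADP-Glo luminescence; concentration-response curves fitted and classed by quality.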
# ASM inhibitor: Inhibitors of Secretory Acid Sphingomyelinase (S-ASM): qHTS; Sphingomyelin phosphodiesterase (Homo sapiens), P17405; placental ASM, HMU-PC fluorogenic substrate, 60 min; Potency, µM (titrated, usually from 57.5 µM), without a hit: at the highest dose activity change, negative = inhibition, hits mostly inhibitors; 340,000 compounds, 0.006% hits; note: potency is the fitted concentration of half-maximal effect
#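 Steps: dispense placental human ASM, pin compound, wait 10 min at room temperature, add HMU-PC0 substrate at 9 uM final, incubate 60 min at 37 °C, add stop solution raising pH to 10, read fluorescence.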
# Eya2 phos inh: qHTS Assay for Inhibitors of the Phosphatase Activity of Eya2 | Protein phosphatase EYA2 (Homo sapiens), O00167 | recombinant Eya2, OMFP fluorescence dephosphorylation (OMFP is methylfluorescein phosphate) | Potency, µM (titrated, usually from 76.9 µM), for inactives: at the top dose activity, negative = inhibition, usual class: inhibitors | 330,000 compounds, 0.006% hits; note: potency is the fitted concentration of half-maximal effect; % is set by controls: 0 for no effect and ±100 for the full control effect
#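 Eya2 (0.2 uM) preincubated 10 min at ambient with compound, then OMFP substrate added at 50 uM; 10 min reaction in 50 mM HEPES pH 7.5, 50 mM NaCl, 5 uM MgCl2, 0.05% BSA, 1 mM DTT. Fluorescence read at Ex 485/Em 525 nm.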
# AT treatment: qHTS Assay for Identifying a Potential Treatment of Ataxia-Telangiectasia; […] A-T fibroblasts, KAP-1 phosphorylation AlphaLISA; neocarzinostatin DNA damage 30 min before lysis; Potency, µM (series often up to 57.5 µM), for the others: at the top dose activation, actives largely listed as activators; 320,000 compounds, 0.19% hits; note: potency is the fitted concentration of half-maximal effect; % of control where 0% means no effect; nearly all actives have a fitted effect of over 45% in size
#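 ATM-like activity read as KAP-1 phosphorylation via AlphaLISA donor/acceptor antibody pairs after lysis and 6 hr at 25C. Cells were ATM-null patient fibroblasts ([…], hTERT), dosed 60 min, then exposed to the DSB inducer NCS for 30 min.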
# Chronic BCR inh: qHTS Assay to Find Inhibitors of Chronic Active B-Cell Receptor Signaling | ABC-DLBCL IkBa-CBG/CBR reporter, luminescence ratio, 4 h | Potency, µM (highest dose often 46.1 µM), inactives show at the highest dose ratio change, negative = lower green/red ratio, actives largely listed as inhibitors | 340,000 compounds, 0.05% hits | AID 493014, 2011; active = well fitted inhibition curve with a large enough effect in the signal ratio, with a control signal flat, not every such curve was filed as active; inconclusive = small, poorly fitted or top-dose-only effect, or effect the other way, or a change in a side signal; the % refers to the signal ratio;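 note: potency is the fitted concentration of half-maximal effect; plate controls were basal doxycycline-induced cells for no effect and cells given 10 µM MG132 for full effect; MG132 reads +100%, hits lower the ratio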
#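 TMD8 human ABC-DLBCL cells with doxycycline-inducible IκBα–green luciferase fusion and unfused red luciferase, in 0.5% FBS medium; compounds up to 46 uM, 4 h at 37C. Green/red luminescence ratio, filter-overlap corrected, fitted to concentration-response curves.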
# Integrin act MD: qHTS for Activators of Integrin-Mediated Alleviation for Muscular Dystrophy. alpha7betagal myoblasts, beta-gal FDG fluorescence, 48 h. Potency, µM (top dose mostly 38.3 µM), inactives show at the highest dose activation, most hits filed as activators. AID 624291, 2012. 350,000 compounds, 0.064% hits;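 note: potency is the fitted concentration of half-maximal effect; 100% = response of the positive control SU9516; nearly all actives have a fitted effect of over 60% in size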
#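 alpha7betagal+/- myoblasts (passage 13, 250/well) treated 48 h at 37C with compounds at 1:260 dilution of DMSO stock. Lysed, then beta-galactosidase activity read as FDG fluorescence (ex 480/em 540) after 30 min, with pre-read for autofluorescence.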
# ELG1 repair inh: qHTS screen for small molecules that inhibit ELG1-dependent DNA repair in human embryonic kidney (HEK293T) cells expressing luciferase-tagged ELG1 | 330,000 compounds, 2.3% hits | Potency, µM (highest dose often 46.1 µM), inactives show top-dose activity change, negative = inhibition, usual class: inhibitors | AID 504467, 2011 | HEK293T ELG1-luciferase reporter, luminescence, 16 h; DNA damage induced by 5-fluorouridine; note: potency is the fitted concentration of half-maximal effect; % is set by controls: 0 for no effect and ±100 for the full control effect; nearly all actives have a fitted effect of over 55% in size
#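 Reporter activity after DNA damage by 5-fluorouridine is monitored. Compound-treated cells incubate 16 hr at 37 °C, then ONE-Glo is added for 30 min before luminescence reading.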
# Mito fusion act: qHTS Assay for Small Molecule Inhibitors of Mitochondrial Division or Activators of Mitochondrial Fusion | S. cerevisiae fusion-defective mutant growth rescue, CellTiterGlo 48 h | Potency, µM (titrated, usually from 46.1 µM), without a hit: at the top dose growth rescue (activation), actives largely listed as activators | 320,000 compounds, 0.23% hits;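 note: potency is the fitted concentration of half-maximal effect; % of control where 0% means no effect; nearly all actives have a fitted effect of over 45% in size; temperature-sensitive fusion mutants such as fzo1-1 at 37 °C on non-fermentable ethanol glycerol medium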
#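 Growth-rescue viability read-out: after 48 h at the non-permissive 37C in glycerol/ethanol YPEG, yeast mitochondrial fusion mutants are measured by CellTiterGlo luminescence; compounds (23 nl pinned per well) restoring growth score as division inhibitors or fusion activators.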
# PTAP TSG101 blk: qHTS Assay for Iinhibitors of HIV-1 Budding by Blocking the Interaction of PTAP/TSG101. Tumor susceptibility gene 101 protein (Homo sapiens), Q99816. 340,000 tested, under 10 active. Fluorescence polarization, FITC-PTAP peptide / Tsg101 binding. Potency, µM (series often up to 115 µM), without a hit: at the highest dose activity change, negative = inhibition, usual class: inhibitors; active = well fitted inhibition curve with a large enough effect in the main read-out, with a control signal flat, not every such curve was filed as active; inconclusive = small, poorly fitted or top-dose-only effect, or effect the other way, or a change in a side signal; inactive = no such curve, though single readings can be large or run the other way; note: potency is the fitted concentration of half-maximal effect; % of control where 0% means no effect
#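 Tsg101 binding domain (10 uM final) was mixed with compound and a FITC-labeled PTAP peptide (50 nM final) in HEPES pH 7.5 buffer with NaCl, Tween 20, EDTA and TCEP; fluorescence polarization was read after 20 min at r.t.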
# TSHR antag: Antagonists of the Thyroid Stimulating Hormone Receptor: HTS campaign; TSHR-expressing cells, TSH-stimulated cAMP HTRF, 2 h; active compounds read low; Thyrotropin receptor (Homo sapiens), P16473; activity change, negative = inhibition, % at 11.5 µM; 330,000 compounds, 0.2% hits;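 active = activity change below a set negative limit, meaning inhibition stronger than a set level, cut at about -70% in these data; inconclusive = activity change between two set negative limits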; note: % is set by controls: 0 for no effect and ±100 for the full control effect
# Target sequence (P16473 whole entry, looked up): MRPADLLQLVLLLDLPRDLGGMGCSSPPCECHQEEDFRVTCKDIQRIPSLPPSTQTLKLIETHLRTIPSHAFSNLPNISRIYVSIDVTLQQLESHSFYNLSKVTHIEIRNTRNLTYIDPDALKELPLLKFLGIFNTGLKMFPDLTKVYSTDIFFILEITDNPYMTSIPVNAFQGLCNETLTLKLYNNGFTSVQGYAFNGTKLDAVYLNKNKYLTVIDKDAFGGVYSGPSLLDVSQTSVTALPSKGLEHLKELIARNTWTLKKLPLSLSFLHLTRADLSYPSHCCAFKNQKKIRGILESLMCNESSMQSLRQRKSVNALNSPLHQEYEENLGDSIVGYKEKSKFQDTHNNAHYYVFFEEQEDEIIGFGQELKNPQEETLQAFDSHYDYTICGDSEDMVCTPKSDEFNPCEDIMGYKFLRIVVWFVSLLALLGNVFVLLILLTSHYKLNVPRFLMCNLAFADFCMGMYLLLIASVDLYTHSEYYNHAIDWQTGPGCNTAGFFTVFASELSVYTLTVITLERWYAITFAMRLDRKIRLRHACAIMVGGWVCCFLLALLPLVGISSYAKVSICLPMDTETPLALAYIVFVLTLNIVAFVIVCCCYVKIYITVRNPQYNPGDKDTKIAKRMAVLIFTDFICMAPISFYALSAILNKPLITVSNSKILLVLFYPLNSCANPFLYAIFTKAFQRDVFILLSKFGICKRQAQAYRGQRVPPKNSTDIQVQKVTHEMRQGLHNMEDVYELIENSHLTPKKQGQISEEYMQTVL
#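 Competitive HTRF cAMP read-out (cryptate anti-cAMP antibody, cAMP-d2; 30 min, room temperature) in freshly harvested TSHR cells. Compounds added before TSH at EC80 (4nM final), followed by 2 hours' incubation at 37 deg C.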
# Starred values were filed as active, the others as inactive; ? = inconclusive; · = not tested or not shown; [ ] = dose if it differs, or a comment. Unless noted, calls come from the whole dose curve; as a rule, active = well fitted curve in the direction sought with a large enough effect; inconclusive = small, poorly fitted or top-dose-only effect, or another doubt; inactive = no such curve, though single readings can be large; an effect the other way counts as inactive or inconclusive.
SMILES,TCR activator,Tb PFK block,ASM inhibitor,Eya2 phos inh,AT treatment,Chronic BCR inh,Integrin act MD,ELG1 repair inh,Mito fusion act,PTAP TSG101 blk,TSHR antag
O=C(Nc1ccccc1Cc1ccccc1)c1ccccc1NS(=O)(=O)c1ccc(Cl)s1,0%[46.1 µM],0%,-1%,11%,-6%,6%,-53%[inhibitor],?,-14%,-4%,?
Cc1sc2nc(CC(N)=O)[nH]c(=O)c2c1-c1ccccc1,3%[46.1 µM],1%,2%,6%,-4%,-1%,-9%,-1%,0%,1%,10
COc1ccc(C(=O)COc2ccc(C)cc2NC(C)=O)cc1,-2%,3%,8%,19%,9%,1%,2%,?,0%,-2%,-8
Cc1cccc(NC(=O)c2ccc(NS(=O)(=O)c3c(C)noc3C)cc2)c1,-24%,0%,-17%,0%,0%,7%,-19%,6%,3%,0%,-1
O=C(CCCc1c[nH]c2ccccc12)N[C@@H](Cc1c[nH]c2ccccc12)C(=O)O,6%,-7%,3%,-6%,-9%,-4%,27%,0%,4%,-6%,0
CC(C)N(C(=S)NCc1ccccc1)c1ccccc1,1%,-4%,-2%,-2%,10%,0%,3%,-4%,-13%,-4%,-3
Oc1[nH]c2ccccc2c1N=Nc1ccccc1F,-6%[46.1 µM],-3%,-9%,?,-3%,-2%,-12%,?,7%,?,-4
CON(C)C(=O)CC1(CN(Cc2ccccc2)C(=O)OC(C)(C)C)CCCCC1,4%,3%,-6%,-7%,-1%,3%,0%,?,·,·,-18
CCO[C@H]1OC(C(=O)NCc2nc3ccccc3[nH]2)=C[C@@H](c2csc3ccccc23)[C@@H]1CCCO,-2%,-3%,-18%,8%,-12%,?,22%,?,-1%,·,-4
CC(C)Cc1nc(SCC(=O)Nc2ccc(S(N)(=O)=O)cc2)n[nH]1,4%,1%,5%,8%,·,2%,18%,0%,-1%,-1%,-2
COc1nc2ccccc2c(=O)n1OCC(C)C,1%,4%,0%,24%,6%,4%,-5%[7.66 µM],0%,-5%,-7%,4
COc1ccccc1C1=NOC(Cn2c(NCCOCCO)nc3c2c(=O)n(C)c(=O)n3C)C1 (stereo not drawn),2%,1%,1%,2%,-7%,5%,18%,?,1%,-3%,-4
O=C(CNC(=O)c1ccccc1Br)N/N=C/c1ccccc1O,0%,3%,·,-10%,0%,1%,-22%,?,9%,-1%,-3
CC(C)C(O)(C#CCN1CCCCC1)c1ccccc1 (stereo not drawn),·,0%,0%,-5%,-1%,-1%,-6%,-3%,1%,-7%,-1
CCOC(=O)c1c(C)[nH]c(C(=O)COC(=O)COc2ccccc2C=O)c1C,-1%[46.1 µM],0%,-3%,2%,-5%,1%,31%,?,-5%,-1%,4
O=C(CN1C(=O)NC2(CCc3ccccc3C2)C1=O)NCc1ccco1 (stereo not drawn),-5%,-1%,1%,12%,-1%,-13%,18%,-7%,0%,0%,1
CN1CCN(C(=O)C(N)Cc2ccccc2)CC1 (stereo not drawn),3%,-1%,1%,7%,4%,3%,?,12%,4%,-1%,-4
Cc1noc(C)c1CS(=O)(=O)c1ccc(Br)cc1,4%,5%,5%,-21%,5%,-3%,5%,-12%,2%,0%,4
C[C@]12c3[nH]c4cc(-c5ccco5)ccc4c3CCN1C(=O)[C@@H](CC(=O)NCCN1CCOCC1)C[C@@H]2C(=O)N1CCOCC1,4%[46.1 µM],2%,16%,8%,11%,?,14%,6%,·,-16%,-7
COc1cc(/C=C/C(=O)OCC(=O)Nc2ccccc2Sc2ccc(Cl)cc2)ccc1O,3%[46.1 µM],2%,61%[activator],3%,-5%,?,-55%[inhibitor],?,?,0%,13
O=C(N/N=C/c1ccccn1)c1[nH]c2ccc([N+](=O)[O-])cc2c1-c1ccccc1,·,2%,-22%,-1%,-6%,?,-59%[inhibitor],-10%,3%,-1%,-15
COc1ccccc1Nc1nc(C)nc2c1oc1ccccc12,3%,-13%,22%,3%,0%,0%,8%,?,-24%,-5%,-4
COCCCNc1ncnc2ccc(C)cc12,-3%[46.1 µM],-1%,2%,-15%,-2%,18%,-40%,?,0%,-5%,4
COCCCn1c(=O)/c(=C\c2cccc(OC)c2OC)s/c1=C(/C#N)C(=O)Nc1ccc(C(=O)O)cc1,12%,-8%,8%,0%,-11%,?,-19%,?,-1%,-10%,-17
COCc1c(C#N)c(NCCc2ccc(F)cc2)nc(C)c1[N+](=O)[O-],-3%[46.1 µM],1%,-1%,-11%,4%,1%,-4%,?,3%,-2%,-14
Cc1cc(N2CCN(c3nnnn3-c3ccccc3)CC2)n2ncnc2n1,10%,1%,2%,13%,2%,-2%,0%,-3%,0%,0%,-9
CCc1ccc(OCCNC(=O)c2ccccc2SCc2ccc(F)cc2)cc1,2%,-3%,-9%,9%,-1%,?,-28%,?,-1%,1%,-17
CCOC(=O)c1cc(NC(=O)CCC(=O)O)ccc1N1CCCCC1,-5%,5%,3%,-6%,-6%,?,6%,14%,-1%,-3%,2
CN(C)S(=O)(=O)c1cccc(C(=O)NCC2(N3CCOCC3)CCCCC2)c1,-1%,8%,0%,11%,-1%,-12%,9%,23%,0%,-3%,13
Cc1onc(NC(=O)CSCC(=O)O)c1Br,-1%,1%,6%,-8%,-9%,1%,24%,?,5%,-1%,-41
COc1ccc(NC(=O)N(Cc2ccc(C)cc2)Cc2cccnc2)c(OC)c1,2%,3%,-5%,-13%,7%,?,8%,-27%,-1%,-6%,-4
Cc1ccc(NS(=O)(=O)c2cccc(C(=O)NCC3CCCO3)c2)cc1 (stereo not drawn),0%,-1%,2%,26%,6%,-12%,11%,21%,1%,-4%,2
O=C(OCC(=O)N1CCCCCC1)c1cnc(Cl)c(Cl)c1,-4%,-7%,5%,5%,4%,10%,30%,?,-3%,-3%,-29
O=C(CCl)Nc1ccccc1C(=O)NCc1ccccc1,-1%,-5%,4%,-1%,-3%,?,-64%[inhibitor],?,-12%,-2%,-6
COc1ccc(CNC(=S)Nc2ccc3nc(N4CCN(C)CC4)cc(C)c3c2)cc1,-2%,-5%,110%[activator],-2%,-3%,3%,-45%[inhibitor],1%,-12%,-4%,-1
Cc1cc(S(=O)(=O)N2CCCCC2)ccc1OCC(=O)Nc1ccccc1,9%,-6%,-9%,3%,6%,0%,27%,-5%,1%,-1%,4
CC(C)[C@H](NC(=O)N1CC(=O)Nc2ccccc21)C(=O)N[C@H](C(=O)O)c1ccccc1,5%,1%,1%,5%,5%,3%,?,5%,-12%,-5%,14
O=C(COC(=O)Cn1cc(C(F)(F)F)ccc1=O)Nc1ccccc1,4%,-7%,6%,9%,1%,?,-15%,?,1%,0%,13

# Random excerpt: two records from the list.
SMILES,TCR activator,Tb PFK block,ASM inhibitor,Eya2 phos inh,AT treatment,Chronic BCR inh,Integrin act MD,ELG1 repair inh,Mito fusion act,PTAP TSG101 blk,TSHR antag
CN1CCN(C(=O)C(N)Cc2ccccc2)CC1 (stereo not drawn),3%,-1%,1%,7%,4%,3%,?,12%,4%,-1%,-4
Cc1sc2nc(CC(N)=O)[nH]c(=O)c2c1-c1ccccc1,3%[46.1 µM],1%,2%,6%,-4%,-1%,-9%,-1%,0%,1%,10

# Rows were taken by chance; overall some 3.2% were active at least once.
